Large T inhibition = SV40 large T antigen inhibitors, biochemical (AID 1903). 310,000 tested, 0.39% active. one-dose inhibition, % at 20 µM; IC50 in µM for titrated hits. SV40 large T antigen ATPase/helicase inhibition assay; higher % means a stronger effect; in the data active means a potency from the dose series; inconclusive means inhibition mostly from about 32% at the one dose, without a potency; inactive means the rest, 99 in 100 with inhibition below about 32%; further: strong numbers were not always called active
TNAP activators = stimulation of alkaline phosphatase TNAP activity – biochemical, luminescent, no phosphate acceptor, uHTS, primary screen (AID 1001); purified TNAP, luminescent activation assay, no phosphate acceptor; higher activation fold means a stronger effect; activation fold at 20 µM; hits with a dose series show EC50 in µM; 200,000 tested, 0.03% active; in the data active means activation fold from about 3, or a potency from the dose series; inactive means the rest, 99 in 100 with activation fold below about 1.6; further: many of its hits are not listed in these tables
NTR1 ag = agonists of NTR1, primary screen, imaging, U2OS cells, beta-arrestin-GFP, high content (AID 493036) | P30989 | NTR1-U2OS beta-arrestin-GFP spot imaging, agonist mode | activation, % at 20 µM | 330,000 tested, 0.17% active;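 active means activation at or above 40% of the spot to cytoplasm intensity ratio, with at least 20 cells analyzed; inconclusive means wells under 20 cells, flagged as cytotoxic or low count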;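 further: 0% = DMSO without peptide and 100% = 100 nM NTR1 peptide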
Target sequence (P30989 whole entry, looked up): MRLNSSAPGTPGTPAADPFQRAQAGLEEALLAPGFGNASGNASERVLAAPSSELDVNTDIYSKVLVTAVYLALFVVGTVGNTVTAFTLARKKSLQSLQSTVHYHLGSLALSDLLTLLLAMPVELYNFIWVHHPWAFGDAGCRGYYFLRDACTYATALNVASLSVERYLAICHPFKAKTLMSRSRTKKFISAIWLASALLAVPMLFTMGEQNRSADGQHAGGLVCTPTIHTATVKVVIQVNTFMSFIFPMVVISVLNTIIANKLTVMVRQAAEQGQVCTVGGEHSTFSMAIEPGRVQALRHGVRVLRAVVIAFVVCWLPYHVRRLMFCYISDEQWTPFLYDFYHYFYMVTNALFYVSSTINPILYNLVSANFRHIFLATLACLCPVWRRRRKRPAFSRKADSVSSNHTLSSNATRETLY
K1F lysis inhibition = protection from phage-mediated lysis, alamar blue read-out – E. coli UTI89, K1F phage, bacterial capsule biogenesis inhibitors (AID 488966). inhibition, % at 100 µM, or IC50 in µM where a hit was titrated. E. coli UTI89 K1F phage lysis, alamar blue, 2 h; higher % means a stronger effect. 340,000 tested, 0.02% active;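 active means phage lysis inhibition, versus mean bacterial control, above a set limit; inconclusive means no clear call, values can overlap the other calls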;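 further: capsule biogenesis inhibitors block K1F phage lysis so surviving cells raise fluorescence; higher fluorescence means more inhibition of phage lysis; actives were called in the ten point dose series up to 300 µM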
T cell HTS = T cell immune modulators affecting CD8 T cell-vesicle binding; calls only at 7 µM; AID 2052; 330,000 tested, 0.068% active; 2C CD8+ T cell-vesicle binding, flow cytometry; active compounds read low;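 active means response, share of CD8 T cells binding vesicles, and their 90th percentile fluorescence all below set limits, cut at about 80% in these data, passing the limit was not always enough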
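System: murine 2C transgenic CD8+ T lymphocytes; also added: QL9-loaded Drosophila micro-vesicles; times: binding 1.5 h at 37 °C; measured by: flow cytometry, PE anti-B7-1 (FL2) versus Alexa647 anti-CD8 (FL8), PFA-fixed; control set: Peptide-free naked vesicles (low) and QL9 vesicles with 0.7% DMSO vehicle (high)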
Myeloid diff 2 = myeloid differentiation induction; ER-HoxA9 myeloid progenitors, lysozyme-GFP differentiation, flow cytometry; calls only at 10 µM; 360,000 tested, 1% active;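 active means normalized GFP-positive differentiation at or above the plate's own cutoff, the solvent-only control mean plus 3 SD; inconclusive means no clear call, values can overlap the other calls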;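 further: cells exposed to compound for four days before flow analysis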
MgcRacGAP inhibition = MgcRacGAP GTPase-activating activity inhibitors, confirmation, biochemical, ADP Hunter fluorescence | AID 624330 | MgcRacGAP-stimulated Rac1 GTP hydrolysis, ADP Hunter fluorescence; higher % means a stronger effect; GST-tagged Rac1 F28L mutant substrate | inhibition, % at 30 µM, or IC50 in µM where a hit was titrated | 340,000 tested, 0.6% active;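 active means first-screen hits whose inhibition reached a set limit at any dose in the follow-up dose series; inconclusive means inhibition above the set first-screen limit but never retested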;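 further: fluorescence reports GDP produced by GAP-driven GTP hydrolysis; strong numbers were not always called active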
Salmonella PhoP GFP = PhoP-dependent GFP reporter repression – Salmonella Typhimurium, primary screen (AID 1863) | S. Typhimurium PhoP-regulated promoter GFP reporter, 4 h; higher % means a stronger effect | inhibition, % at 50 µM, or IC50 in µM where a hit was titrated | 300,000 tested, 0.16% active;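 active means inhibition over 29.93%, a cutoff 3 SD above the screen mean, later confirmed by dose response; inconclusive means inhibition over 29.93% but no dose response follow-up; inactive means inhibition at most 29.93% or unconfirmed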;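 further: 0% = low Mg2+ inducing control and 100% = high Mg2+ repressing control; strong numbers were not always called active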
RSV antiviral HEp-2 = inhibition of RSV-induced cytopathic effect – HEp-2 cells, primary 10 µM value included (AID 2391); 310,000 tested, 0.13% active; CPE inhibition, % at 10 µM, or IC50 in µM where a hit was titrated; HEp-2 cells, RSV-induced CPE inhibition; higher % means a stronger effect; in the data active means a potency from the dose series; inconclusive means CPE inhibition mostly from about 23% at the one dose, without a potency; inactive means the rest, 99 in 100 with CPE inhibition below about 21%; further: strong numbers were not always called active
T cell HTS vesicle-bound % = further read-out of T cell HTS, marked with its call; double positive events, %; measured here: CD8+ vesicle-bound cell fraction;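 binding gate set so that unloaded-vesicle control wells show 10% double positive cells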
NTR1 ag cell count 20 µM = recorded beside NTR1 ag, whose call it bears; cell count; measured here: cell count, cytotoxicity flag
Myeloid diff 2 GFP+ MAC1+ % = recorded beside Myeloid diff 2, whose call it bears; GFP+ MAC1+ double positive, %; measured here: differentiation confirmed by MAC1 staining
* marks the source's active call; other numbers are inactive results; i = inactive; ? = inconclusive; / = not tested or not shown; [ ] = another dose, or the depositor's remark.

Second line of a record: Myeloid diff 2	T cell HTS	K1F lysis inhibition	Large T inhibition	Salmonella PhoP GFP	TNAP activators	NTR1 ag cell count 20 µM	Myeloid diff 2 GFP+ MAC1+ %	MgcRacGAP inhibition	RSV antiviral HEp-2	T cell HTS vesicle-bound %	NTR1 ag
1) CC(C)(C)c1ccc(S(=O)(=O)N2CCCCC2)cc1
 : i	i	-0.4%	8.9%	1.9%	1	45	0.2	-4.1%	2.2%	38.0	0.7
2) NC(=O)c1nsc(C(=O)N(CC(=O)NCc2ccc3c(c2)OCO3)C2CCCC2)c1N
 : i	i	0.7%	22.7%	-0.6%	1.1	45	0.4	1.5%	0.0%	31.8	-0.6
3) S=c1[nH]nc(-c2cccnc2)n1/N=C/c1ccco1
 : i	i	1.6%	16.4%	1.8%	1	83	0.3	-11.3%	0.6%	54.3	-1.1
4) CCC(CO)Oc1cc(NC(=O)Cc2ccccc2)c2ncn(C(C)C)c2c1 (stereo not given)
 : i	i	0.1%	/	/	/	47	1.0	2.2%	/	15.8	1.7
5) Cc1onc(-c2ccccc2Cl)c1C(=O)Nc1nnc(-c2ccc(Cl)cc2Cl)s1
 : i	i	0.8%	1.8%	4.5%	1.1	52	1.9	-0.4%	8.8%	15.3	10.4
6) CCCCN1C(C(=O)Nc2ncccn2)=C(O)c2ccccc2S1(=O)=O
 : i	i	-0.1%	7.3%	-3.4%	/	80	0.6	0.1%	2.1%	33.9	-0.2
7) N#Cc1ccccc1OCCCNC1CCCC1
 : i	i	-0.5%	5.5%	6.9%	1.1	43	0.3	14.9%	-0.4%	66.1	0.2
8) COc1ccc2cc(CN(CC3COCCO3)S(=O)(=O)c3ccc(Cl)cc3)c(=O)[nH]c2c1 (stereo not given)
 : i	i	3.1%	3.2%	-4.1%	1	74	0.7	1.6%	-0.8%	43.5	1.1
9) COc1ccc(C(=O)NC(=S)NC2CCSC2=O)cc1 (stereo not given)
 : i	i	0.8%	-0.4%	-3.2%	0.9	35	0.1	-0.8%	1.9%	22.4	3.8
10) CC(C(=O)Nc1ccc(S(=O)(=O)N2CCOCC2)cc1)N1CCN(c2ccccn2)CC1 (stereo not given)
 : i	i	0.1%	3.6%	-1.5%	1.2	59	0.9	-2.9%	1.9%	29.6	-0.6
11) COc1ccc(C(=O)NCCNc2ccc([N+](=O)[O-])cc2)cc1
 : i	i	0.3%	10.7%	-8.9%	1	36	0.5	3.8%	2.4%	31.7	0.1
12) CC(=O)Nc1ccc(NC(=O)c2ccc(-n3c(C)ccc3C)cc2)cc1
 : i	i	-1.0%	4.4%	-3.6%	1	47	0.9	-14.3%	3.2%	33.3	2.1
13) CC[C@H](C)[C@@H](CNC)NC[C@@H](Cc1ccc(O)cc1)NCC(C)(C)C
 : i	i	1.1%	-1.5%	12.0%	/	60	1.1	-0.3%	-1.9%	21.0	-3.5
14) CCCn1nc(NC(=O)CC(C)C)c2cc3cccc(C)c3nc21
 : i	i	0.2%	4.6%	/	/	91	0.0	-0.3%	1.8%	59.0	2.2
15) COc1ccc(CN2CCNC(=O)C2CC(=O)N(C)Cc2ccccn2)cc1OC (stereo not given)
 : i	i	0.2%	3.6%	-7.8%	1.1	91	0.1	5.7%	0.5%	53.1	1.0
16) O=C(Nc1ccccn1)c1ccc(S(=O)(=O)c2ccc(Cl)cc2)cc1
 : i	i	0.3%	3.6%	8.8%	1	74	0.6	6.0%	19.6%	26.8	0.5
17) Cc1ccc(NC(=O)CCl)c(C)c1
 : i	i	-0.1%	-1.8%	4.0%	1.1	37	1.8	4.4%	0.4%	23.8	-0.2
18) CCN(CC(=O)Nc1c(F)cccc1F)C(=O)c1ccc(C2SCCS2)cc1
 : i	i	-1.9%	12.7%	1.9%	/	51	1.2	7.0%	-0.5%	52.7	-0.3
19) Cc1ccc(NS(=O)(=O)c2ccc3c(c2)N(C)CCO3)cc1
 : i	i	0.3%	6.1%	-7.6%	/	80	1.3	8.9%	5.0%	39.5	-0.2
20) COc1cc(NC(=O)COc2ccc(F)cc2)nc(OC)n1
 : i	i	4.3%	16.1%	-2.8%	1.1	54	2.0	5.5%	0.6%	40.6	-0.3
21) CCCn1c(=O)n(C)c(=O)c2c(SC(C)C(=O)NCC3CCCO3)nc(CC(C)C)nc21 (stereo not given)
 : i	i	0.3%[50 µM]	8.3%	1.4%	/	52	0.7	-1.3%	1.0%	15.2	2.2
22) COC(=O)c1ccc(COC(=O)CNC(=O)CNC(=O)c2ccc(OC)cc2)cc1
 : i	i	0.5%	8.5%	/	/	61	0.6	10.8%	1.7%	28.7	-0.5
23) CCOc1cc(C2NC(=O)CCC2[N+](=O)[O-])cc(Br)c1OCC (stereo not given)
 : i	i	-0.8%[50 µM]	3.1%	0.3%	/	104	0.4	7.3%	1.2%	37.8	0.2
24) Nc1n[nH]c(-c2ccc(Br)cc2)c1Cl
 : i	i	-1.2%	1.7%	6.9%	0.2	37	2.1	1.5%	0.7%	46.7	4.7
25) CS(=O)(=O)c1ccc(Cl)c(NC(=O)COC(=O)C23CC4CC(CC(C4)C2)C3)c1
 : i	i	0.6%[50 µM]	/	/	/	49	0.9	5.6%	0.1%	44.5	8.7
26) c1ccc(CO/N=C(\c2ccc(C3CC3)nc2)C2CC2)cc1
 : i	i	0.3%	16.0%	9.1%	1.1	64	0.8	11.3%	2.3%	32.2	1.4
27) Cc1cccc(OCC(=O)N(Cc2ccco2)c2c(N)n(Cc3ccccc3)c(=O)[nH]c2=O)c1
 : i	i	0.6%[50 µM]	/	/	/	65	2.0	8.2%	0.0%	37.0	0.0
28) Cc1nc(CC(C)C)cc(C(=O)N2CCCC(Nc3ccc(C)c(C)c3)C2)n1 (stereo not given)
 : i	i	0.3%[50 µM]	7.3%	-1.4%	/	58	0.9	8.7%	0.7%	60.6	-0.6
29) CCN(C(=O)Cn1cnc2c1c(=O)n(C)c(=O)n2C)C1CCCCC1
 : i	i	0.1%[50 µM]	/	/	/	56	0.3	2.0%	/	44.0	-0.5
30) C/C(=N/O)c1c(O)c(C)c(-c2ccccc2)n(-c2ccccc2)c1=O
 : i	i	1.3%	8.0%	3.1%	1.2	68	0.9	2.5%	-0.1%	38.1	1.9
31) O=[N+]([O-])/C=C1\CCCCCN1
 : i	i	-1.2%	-1.0%	-5.4%	/	55	0.4	8.0%	/	31.2	-0.2
32) CC1=NN(c2ccc(C(=O)OC(C)C)cc2)C(=O)/C1=C\C=C\c1ccco1
 : i	i	4.0%	12.7%	2.2%	0.9	101	1.5	3.7%	2.1%	27.3	13.5
33) O=C1/C(=C/c2cccc(Cl)c2)SC(=S)N1CCC(=O)N1CCCCC1CCO (stereo not given)
 : /	i	0.0%	7.1%	-3.1%	/	50	/	6.5%	?	56.6	7.9
34) COc1cc(/C=C/C(=O)O)ccc1O
 : i	i	0.8%	24.2%	-9.9%	/	78	1.4	22.1%	1.3%	19.0	5.3
35) CCN(CC)C(=S)Nc1ccc(C(=O)OC)cc1
 : i	i	-0.4%	7.9%	5.8%	1.1	34	0.1	-0.7%	2.0%	20.1	1.7
36) COc1ccccc1C1CC(c2ccc(Cl)cc2)Nc2ncnn21 (stereo not given)
 : i	i	-0.8%	3.3%	1.8%	1	53	2.2	-12.7%	0.7%	51.3	-0.8
37) COC(=O)c1cc(S(=O)(=O)N2CCC(c3cc(OC)ccc3OC)C2)c[nH]1 (stereo not given)
 : i	i	0.4%	6.6%	-6.2%	/	52	0.4	8.6%	3.0%	31.9	-0.5
38) c1ccc2oc(-c3[nH]ncc3CN(Cc3ccncc3)CC3CCCO3)cc2c1 (stereo not given)
 : i	i	-0.2%	5.7%	9.5%	1.1	91	0.1	9.5%	0.1%	61.2	-0.3
39) CCCCNc1c(-c2cccc(-c3ccc(OC)cc3)c2)nc2cc(C)ccn12
 : i	i	7.5%	/	/	/	70	0.0	4.5%	/	9.0	33.4
40) CCC(C)C(=O)Nc1nnc(SCC(=O)NC(C)(C)C)s1 (stereo not given)
 : i	i	0.2%	10.7%	14.9%	1.1	37	0.2	2.2%	-1.4%	38.3	0.6
41) O=C(NCc1ccccn1)c1ccc(COc2ccc(Cl)cc2)o1
 : i	i	0.1%	9.6%	14.8%	1	54	5.5	-4.8%	10.0%	32.1	1.6
42) CC(=O)c1cnc(SCc2ccc(Cl)cc2)nc1C
 : i	i	-0.3%	17.4%	-1.4%	1	38	0.8	2.8%	6.7%	32.8	-0.2
43) COc1ccc2cc(C(=O)O)ccc2c1
 : i	i	0.4%	7.4%	-18.9%	1.1	98	1.4	3.0%	1.8%	46.0	-3.9
44) O=C(NCC1COc2ccccc2O1)c1cccs1 (stereo not given)
 : ?	i	-0.3%	-5.2%	-8.1%	/	51	/	3.9%	0.8%	55.1	-0.7
45) CC(C)OC(=O)CSc1nnc(-c2ccccn2)n1C
 : i	i	0.7%	16.8%	-0.6%	1.1	61	0.9	10.9%	2.1%	11.4	0.1
